Assay outcomes: PubChem BioAssay, several laboratories
LANA DNA inh – inhibitors of KSHV C-LANA binding to DNA, primary screen, biochemical, fluorescence polarization, FAM-LBS DNA, MBP-C-LANA, single point; inhibition, % at 9 µM; AID 504423, 2011; 0.078% of 340,000 active; Kaposi's sarcoma herpesvirus LANA C-terminal domain (residues 932-1162) DNA binding;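 active = highest replicate inhibition at or above 60% at 9 µM, even if other replicates fall short; inactive = all replicates below 60% inhibition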;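 note: 0% = neutral control wells and 100% = 4 µM acridine orange control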
V-ATPase pHluor – regulators of yeast V-ATPase proton pumping, primary screen, pHLuorin cytosolic pH fluorescence | 0.37% of 350,000 active | response, % at 10 µM | S. cerevisiae; in the data active = response mostly above about 7.3%, no sharp cut-off; inactive = mostly below about 5.4%; note: actives read high; inactives centre near 0; some compounds called inactive have numbers as strong as hits; reference of the scale not given here
DSG3 Ab inh – inhibitors of pemphigus antibody binding to DSG3, primary screen, biochemical, bead-based, flow cytometry, scFv-GFP. binding (percent of control), % at 10 µM. 0.48% of 310,000 active. DSG3-coupled beads, scFv-anti-DSG3-GFP binding; hits give low values. Desmoglein-3 (Homo sapiens), P32926;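 active = binding more than 3 SD below its plate's average and above zero; inconclusive = below that plate limit but binding exactly zero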;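 note: hits lower antibody fragment binding to DSG3; some compounds called inactive have numbers as strong as hits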
cardiac RTF act – cardiac RTF calcium sensitivity activators, primary screen, biochemical, IANBD-TnC fluorescence, EC20 calcium | Troponin I, cardiac muscle (Homo sapiens) + Troponin T, cardiac muscle (Homo sapiens) + … | IANBD-labeled TnC RTF fluorescence at EC20 calcium; 0% EC20 calcium, 100% full calcium | activation, % at 7.2 µM | 0.24% of 340,000 active | AID 493008, 2010;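 active = activation above the mean over all tested compounds plus 3 SD, cut at about 30% in these data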;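 note: rise in fluorescence read as greater calcium sensitivity of cardiac thin filaments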
Arr AP2 block – inhibitors of beta-arrestin/AP2 binding, primary screen, biochemical, GPCR trafficking, flow cytometry; beta-arrestin 1 C-terminal peptide binding to AP2 beta2-adaptin appendage (human); FITC-arrestin peptide / GST-AP2 beads; AP2 beta2 appendage carries R879A mutation; inhibition, % at 10 µM; 0.31% of 340,000 active;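 active = inhibition above a set limit, near 3 SD of compounds lacking own fluorescence, cut at about 54% in these data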;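 note: plate controls were DMSO wells for no effect and 5 µM unlabelled arrestin peptide for full effect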
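Material – GST-tagged AP2 beta2-adaptin appendage (R879A) on 4 µm glutathione beads · Probe or stimulus – fluorescein-tagged arrestin peptide at 50 nM final · Timing – 12 min plus 1 h, RT · Detection – bead flow cytometry, FITC channel · Read-out basis – inhibition as reduced fluorescein signal on beads, percent · Medium – PBS plus Tween 20 (0.05%) and BSA (0.1%)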
MOR-DOR inv ag – inverse agonists of MOR-DOR heterodimerization, primary screen, cell-based, luminescence | Mu-type opioid receptor (Homo sapiens) + Delta-type opioid receptor (Homo sapiens), … | cell-based MOR-DOR heterodimer luminescence, inverse agonism | inhibition, % at 9.3 µM | 0.21% of 340,000 active | AID 504357, 2011; in the data active = inhibition above about 22%, passing the limit was not always enough;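 note: 0% = cells with DMSO and 100% = wells without cells with DMSO; values of inactives mirror those of a sister screen read the other way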
Target sequence (P35372 whole entry, looked up): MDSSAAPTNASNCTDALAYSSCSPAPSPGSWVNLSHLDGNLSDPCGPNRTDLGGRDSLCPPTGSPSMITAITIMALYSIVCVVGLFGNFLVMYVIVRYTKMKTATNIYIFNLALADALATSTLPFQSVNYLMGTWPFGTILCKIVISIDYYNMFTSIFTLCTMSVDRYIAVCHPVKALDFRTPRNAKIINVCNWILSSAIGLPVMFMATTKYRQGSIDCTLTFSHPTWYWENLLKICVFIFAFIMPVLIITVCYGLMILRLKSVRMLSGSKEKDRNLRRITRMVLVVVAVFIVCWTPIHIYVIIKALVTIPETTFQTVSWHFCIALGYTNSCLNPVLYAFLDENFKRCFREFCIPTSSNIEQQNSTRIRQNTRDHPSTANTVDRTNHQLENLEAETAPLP
Target sequence (P41143 whole entry, looked up): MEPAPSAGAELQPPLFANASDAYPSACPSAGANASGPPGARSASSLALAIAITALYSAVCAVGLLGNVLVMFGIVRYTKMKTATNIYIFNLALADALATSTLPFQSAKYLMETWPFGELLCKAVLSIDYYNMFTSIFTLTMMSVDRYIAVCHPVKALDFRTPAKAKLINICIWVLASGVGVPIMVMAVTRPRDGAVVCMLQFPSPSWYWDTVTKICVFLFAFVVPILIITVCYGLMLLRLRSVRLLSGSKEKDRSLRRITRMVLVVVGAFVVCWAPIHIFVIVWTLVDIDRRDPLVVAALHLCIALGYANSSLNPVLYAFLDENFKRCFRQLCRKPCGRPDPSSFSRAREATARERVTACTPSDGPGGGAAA
Keap1-Nrf2 PPI – Keap1-Nrf2 protein-protein interaction inhibitors, primary screen, biochemical, fluorescence polarization, single point; Kelch-like ECH-associated protein 1 (Homo sapiens), Q14145; Keap1 Kelch-Nrf2 peptide fluorescence polarization, 1536-well; inhibition, % at 9.4 µM; 0.15% of 340,000 active; AID 504523, 2011; in the data active = inhibition above about 12%; inconclusive = no clear call, values can overlap the other calls; inactive = below about 7.3%;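 note: human Keap1 Kelch domain with fluorescein labeled Nrf2 9mer peptide probe; 0% = neutral control wells and 100% = peptide positive control; higher means more block of Keap1 binding to Nrf2 peptide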
MOR-DOR ag – agonists of OPRM1-OPRD1 heterodimerization, primary screen, cell-based, luminescence; cells; activation, % at 9.3 µM; 0.3% of 340,000 active; AID 504326, 2011; in the data active = activation above about 18%;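 note: 0% = vehicle-treated cells and 100% = reference agonist; values of inactives mirror those of a sister screen read the other way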
RTF Ca sens inh – cardiac RTF calcium sensitivity inhibitors, primary screen, biochemical, IANBD-TnC fluorescence, EC70 calcium; Troponin I, cardiac muscle (Homo sapiens) + Troponin T, cardiac muscle (Homo sapiens) + …; IANBD-labeled cardiac RTF, Ca2+ fluorescence; inhibition, % at 7.15 µM; 0.12% of 340,000 active;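 active = inhibition above the mean inhibition of all tested compounds plus 3 SD, cut at about 17% in these data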;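 note: assay run at fixed EC70 calcium of 1.6 mM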
Wnt bcat act – Wnt/beta-catenin pathway activators, primary screen, cell-based, plate reader, single point | Wnt/beta-catenin reporter cell assay, activator | activation, % at 9.35 µM | 1.2% of 300,000 active; in the data active = activation above about 30%, passing the limit was not always enough; inconclusive = no clear call, values can overlap the other calls;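 note: 0% = neutral control wells and 100% = positive control wells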
An asterisk follows results filed as active; ? = inconclusive; . = not tested or not shown.

SMILES | LANA DNA inh | V-ATPase pHluor | DSG3 Ab inh | cardiac RTF act | Arr AP2 block | MOR-DOR inv ag | Keap1-Nrf2 PPI | MOR-DOR ag | RTF Ca sens inh | Wnt bcat act
COc1ccc(C(CC(=O)O)NS(=O)(=O)c2ccc(C)cc2)cc1OC (centres undefined) | 1.8 | 1 | . | -2 | -3 | 2 | -1 | -0.4 | -2 | .
Cc1cc(Sc2ccc([N+](=O)[O-])cn2)ccc1Br | -1.3 | -2 | . | 9 | 2 | -32 | -3 | 6.5 | -1 | -2
CC(=O)c1ccc(Nc2nc(NCCO)nc(OC(C(F)(F)F)C(F)(F)F)n2)cc1 | -0.5 | 2 | 101 | -7 | -7 | 1 | -2 | -0.2 | -16 | .
Cc1ccc(S(=O)(=O)CCC(=O)Nc2cccc(Cl)c2)cc1 | 1.4 | -3 | 94 | -4 | -2 | -2 | -3 | 0.3 | -3 | 2
Cc1ccccc1CN1CCN(C(C)C(=O)NCc2ccccc2)CC1 (centres undefined) | -3.0 | 2 | . | -7 | 16 | -7 | 1 | 1.1 | 3 | -2
CCC(C)(NC(=O)Cc1c[nH]c2ccccc12)C(=O)NC1CCCCC1 (centres undefined) | -0.8 | 5 | 93 | -4 | -6 | 7 | -4 | -1.2 | -5 | -3
Cn1c(=O)n(C)c2cc(NS(=O)(=O)c3ccc4c(c3)CCCC4)ccc21 | 0.7 | 6 | 86 | -2 | 18 | 6 | -3 | -1.2 | 1 | .
CC(OC(=O)c1cc2ccccc2cc1O)C(=O)Nc1ccc(S(N)(=O)=O)cc1 (centres undefined) | 0.1 | -3 | 94 | 5 | 29 | 12 | 2 | -2.2 | -8 | 0
Cc1cccc2nc(-c3ccco3)c(Nc3ccccc3)n12 | -1.6 | 3 | 99 | -2 | 7 | 9 | 4 | -1.8 | -3 | 8
O=C(Nc1ccc(S(=O)(=O)N2CCCC2)cc1)c1ccc(Br)o1 | -1.7 | -1 | 100 | -5 | 20 | 2 | -4 | -0.4 | -2 | -2
O=C(OCCN1CCOCC1)c1ccccc1 | -0.5 | 1 | 99 | 0 | -15 | 2 | -6 | -0.4 | -6 | 1
COc1ccccc1C1C(C(=O)c2ccc(C)o2)=C(O)C(=O)N1c1cc(C)on1 (centres undefined) | 0.8 | -2 | . | -4 | -11 | 4 | -8 | -0.7 | -2 | 13
Cc1ccc(NC(=O)CCC2CC(C)(C)OC2=O)cc1 (centres undefined) | -0.7 | 1 | 105 | 5 | -5 | 11 | -5 | -2.1 | -3 | -1
COC(=O)CCCCC(=O)C1C(=O)CC(C)(C)C(C(=O)OC)C1=O (centres undefined) | 0.4 | 10 | 101 | 0 | 10 | 4 | 0 | -0.9 | -4 | 0
CCC(C(=O)OCC(=O)N1CCN(S(=O)(=O)c2ccc(C)cc2C)CC1)c1ccccc1 (centres undefined) | -1.1 | -10 | 106 | 1 | 5 | 4 | -1 | -1.2 | -6 | -2
O=C(/C=C/c1cccc([N+](=O)[O-])c1)N1CCN(c2ccccc2F)CC1 | 0.1 | 0 | 104 | -1 | 4 | 7 | 4 | -1.2 | -20 | -2
COc1cc(C(=O)NCC(c2ccco2)N2CCCC2)ccc1OCc1c(C)noc1C (centres undefined) | 0.4 | -1 | 102 | 5 | 5 | 9 | -5 | -1.7 | -2 | -8
CCN1CCN(c2ccc(NC(=O)c3cccc(N4CCCC4=O)c3)cc2)CC1 | 0.8 | -2 | 105 | 0 | -2 | -8 | -1 | 0.9 | -1 | 21
Cc1cc(NC(=O)c2ccccc2)nc(C)n1 | 0.9 | 6 | 88 | 1 | 8 | 5 | -4 | -1.0 | 7 | 5
O=c1cc(CSc2n[nH]c(=O)n2C2CC2)c2ccc(O)cc2o1 | . | 3 | 106 | . | -11 | . | . | . | . | 3
Cn1cccc1/C=N\NC(=O)C1COc2ccc(C(C)(C)C)cc2O1 (centres undefined) | -0.5 | 2 | 24* | 4 | 0 | -22 | 0 | 4.1 | -6 | 0
COc1ccc(/C=N/NC(=O)c2ccccc2Cl)cc1CSc1nc2ccccc2s1 | -1.8 | 0 | . | 2 | -4 | 9 | -5 | -1.8 | -4 | -16
CCCNC(=O)C12CCC(C)(c3nc4cc(C)c(C)cc4nc31)C2(C)C (centres undefined) | -0.7 | 1 | . | 6 | -8 | -38 | -8 | 8.3 | -1 | 1
Cc1ccc(-c2ccc(=O)n(CC(=O)NCCC(C)C)n2)cc1 | -1.4 | 0 | 100 | 2 | -8 | 3 | 1 | -0.7 | -8 | 1
Cc1nn(CC(=O)NCCN2CCOCC2)c(C)c1[N+](=O)[O-] | -2.2 | 5 | 105 | 12 | 9 | 3 | -4 | -0.6 | -11 | .

Later entries:
SMILES | LANA DNA inh | V-ATPase pHluor | DSG3 Ab inh | cardiac RTF act | Arr AP2 block | MOR-DOR inv ag | Keap1-Nrf2 PPI | MOR-DOR ag | RTF Ca sens inh | Wnt bcat act
CC1CC(C)CN(S(=O)(=O)c2ccc3c(c2)CCN3C(=O)C2CC2)C1 (centres undefined) | -2.0 | 0 | 106 | -8 | -8 | -5 | -1 | 0.9 | -4 | -5
OCc1nc2ccc(Cl)cc2[nH]1 | 1.6 | 7 | 93 | 12 | -3 | 3 | -6 | -0.6 | -12 | 3
O=C(CCN1CCOCC1)Nc1ccccc1 | -0.1 | 3 | 96 | 6 | -1 | 4 | -1 | -0.7 | -6 | -3
CCOC(=O)CC(NS(=O)(=O)c1ccc(NC(C)=O)cc1)c1ccc(OCC)cc1 (centres undefined) | -1.3 | 0 | 97 | -8 | 14 | -19 | 1 | 3.4 | 5 | 0
CC1CCN(c2ccc3c(c2)S(=O)(=O)c2cccc(C(=O)NCc4cccc(F)c4)c2C3=O)CC1 | 3.0 | 4 | 129 | 164* | 7 | 0 | 2 | 0.1 | -98 | 7
COc1cc(C(=O)N/N=C(\C)Cc2ccccc2)cc(OC)c1OC | -0.6 | 2 | 89 | -8 | -2 | 10 | 4 | -1.6 | -6 | 1
O=C(CSc1n[nH]c(-c2ccncc2)n1)c1ccccc1 | 0.7 | -3 | 88 | 0 | -6 | 7 | -5 | -1.3 | -4 | .
Cc1ccc2c(c1)C(c1ccccc1)N(C(=O)c1c(F)cccc1Cl)CC(=O)N2 (centres undefined) | 1.3 | 0 | 110 | 2 | 14 | -2 | 0 | 0.5 | -7 | -1
Cc1ccc(C)c(SCC(=O)Nc2cccnc2Cl)c1 | 0.1 | 0 | 97 | 5 | -4 | 10 | -7 | -1.9 | 4 | 4
COc1cccc(C(=O)Nc2nnc(-c3ccccc3)s2)c1OC | -1.1 | 1 | 106 | 1 | 0 | 7 | -3 | -1.2 | -1 | 45*
N/C(Cc1ccc([N+](=O)[O-])cc1)=N\OC(=O)COc1cccc2ccccc12 | -0.8 | -3 | 100 | -3 | 6 | -13 | 6 | 2.4 | -7 | -2
COc1ccc(Cc2nnc(NC(=O)C3CCCO3)s2)cc1 (centres undefined) | -0.7 | 0 | . | -4 | 24 | 6 | 0 | -1.0 | -2 | -3
O=C(Nc1ccc(NC(=O)C2CC2)nc1)c1ccccn1 | 0.2 | 0 | 95 | 6 | 6 | -5 | 2 | 0.8 | -2 | 0
Cc1cc(OC(F)F)ccc1NC(=S)NCCc1ccccc1 | -1.8 | 7 | 106 | 0 | 13 | 3 | -4 | -0.5 | 4 | 1
COCCCNC(=O)c1c(N)n(/N=C/c2cccnc2)c2nc3ccccc3nc12 | 3.2 | -6 | . | 2 | 0 | -1 | 1 | 0.2 | 0 | .
O=C(COC(=O)C1CCN(c2ccc(C(F)(F)F)cn2)CC1)c1ccc(F)cc1 | 0.1 | -5 | 100 | -11 | 22 | -20 | -1 | 3.1 | -4 | -1
O=C(CN1CCCCC1)Nc1ccc(N2CCCCCC2)cc1 | -1.2 | 1 | 111 | -2 | -7 | 9 | -3 | -1.7 | 1 | 0
CCOC(=O)Cc1csc(NC(=O)CSc2nnc(-c3ccc(F)cc3)o2)n1 | 1.9 | -2 | 103 | 5 | 0 | -29 | 0 | 4.6 | -20 | -1
C[C@H](CO)N1C[C@H](C)[C@@H](CN(C)S(=O)(=O)c2ccccc2)Oc2ccc(NC(=O)C3CCCCC3)cc2C1=O | -0.7 | 1 | 105 | 9 | -4 | 19 | -4 | -3.4 | -5 | -2
COC(=O)c1ccc2c(=O)n(NC(=O)C(c3ccccc3)c3ccccc3)c(=S)[nH]c2c1 | -3.2 | 5 | 97 | -2 | 10 | -27 | 1 | 5.2 | -3 | .
CCOc1ccc(/C=N/NS(=O)(=O)c2ccc(C)cc2)cc1OC | 1.0 | -5 | 105 | 1 | -2 | 12 | -5 | -2.4 | 2 | 1
CCOC(=O)N1CCN(C(=O)Nc2ccc(Cl)cc2)CC1 | 0.9 | -2 | 96 | 1 | 0 | 16 | 3 | -2.7 | -8 | 0
Cc1nnc(SCC(=O)N2CC(=O)Nc3ccccc32)s1 | -1.5 | 0 | 101 | 1 | -4 | 6 | -4 | -1.1 | -5 | -1
O=C(/C=C/c1ccccc1)NCCN1CCOCC1 | -0.4 | -3 | 101 | -5 | 15 | 21 | -4 | -3.4 | 3 | -1
COc1ccc(-n2ncc3c2CC(C)(C)CC3NC(=O)C2CCN(C(C)=O)CC2)cc1 (centres undefined) | 2.1 | 1 | 95 | -1 | -5 | -2 | -5 | 0.4 | -7 | 5
Cc1ccc(C(=O)Nc2ncc(Cc3ccccc3)s2)o1 | 0.3 | -1 | 107 | 2 | 6 | 17 | 4 | -3.4 | -5 | 51*
O=S(=O)(NN1CCOCC1)c1ccc(Cl)s1 | 0.6 | -1 | 176 | 7 | -8 | 7 | ? | -1.5 | -6 | 0
CN(NC(N)=O)c1ncc(C(F)(F)F)cc1Cl | -0.4 | 0 | 92 | 1 | -9 | 13 | -8 | -2.6 | 2 | .
CC(C)(C)C(=O)C(Cc1ccccc1)n1cncn1 (centres undefined) | -1.5 | 0 | 98 | -1 | 3 | 10 | -2 | -1.7 | -3 | -2
CCCn1cnc2c(SCc3ccccc3)nc(N)nc21 | 1.9 | -1 | 114 | 1 | 5 | 18 | 5 | -3.5 | -5 | 12
